SNCA expr inh – inhibitors of alpha-synuclein (SNCA) gene expression | Potency, µM (series often up to 57.2 µM), for inactives: at the highest dose activity change, negative = inhibition, actives largely listed as inhibitors | 140,000 tested, 0.17% active | HEK-293 SNCA-luciferase knock-in, luminescence, 24 h;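 note: potency is the fitted concentration of half-maximal effect; plate controls were DMSO cells for no effect and cell-free wells for full effect; nearly all actives have a fitted effect of over 45% in size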
Luciferase inh – blocks purified firefly luciferase enzyme activity; P08659; purified P. pyralis luciferase, luminescence, biochemical; Potency, µM (titrated, usually from 115 µM), for the others: at the top dose activity change, negative = inhibition, usual class: inhibitors; 76,000 tested, 2.5% active; note: potency is the fitted concentration of half-maximal effect; nearly all actives have a fitted effect of over 65% in size
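Luminescence read by CCD imager after adding enzyme (10nM final) to wells holding compound, titrated in qHTS. Substrates 10uM each D-luciferin and ATP; buffer 50mM Tris acetate pH 7.5, 10mM Mg acetate, Tween-20, BSA.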
HEK293 viab – cell viability loss counter-screen. Potency, µM (top dose mostly 57.1 µM), inactives show at the highest dose activity change, negative = cytotoxicity, usual class: cytotoxic. HEK-293-SNCA-luc viability, GF-AFC fluorescence, 24 h. 150,000 tested, 0.12% active. AID 1671193;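 note: potency is the fitted concentration of half-maximal effect; 0% = DMSO-treated cells and -100% = medium-only wells without cells; nearly all actives have a fitted effect of over 30% in size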
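HEK-293-SNCA-luc cells (1500/well) plated 24 h, then exposed 24 h to a dilution series; GF-AFC added 30 min at 37C, fluorescence 405/540 nm; normalised to medium-only and DMSO wells, Hill fit.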
IP6K1 inh – IP6K1 kinase inhibition. Q92551. IP6K1 kinase, ADP-Glo luminescence, 2 h; active compounds read low. activity change, % (series mostly up to about 58 µM). 140,000 tested, 0.81% active. AID 1645851; in the data active = activity change below about -25%
Target sequence (Q92551 whole entry, looked up): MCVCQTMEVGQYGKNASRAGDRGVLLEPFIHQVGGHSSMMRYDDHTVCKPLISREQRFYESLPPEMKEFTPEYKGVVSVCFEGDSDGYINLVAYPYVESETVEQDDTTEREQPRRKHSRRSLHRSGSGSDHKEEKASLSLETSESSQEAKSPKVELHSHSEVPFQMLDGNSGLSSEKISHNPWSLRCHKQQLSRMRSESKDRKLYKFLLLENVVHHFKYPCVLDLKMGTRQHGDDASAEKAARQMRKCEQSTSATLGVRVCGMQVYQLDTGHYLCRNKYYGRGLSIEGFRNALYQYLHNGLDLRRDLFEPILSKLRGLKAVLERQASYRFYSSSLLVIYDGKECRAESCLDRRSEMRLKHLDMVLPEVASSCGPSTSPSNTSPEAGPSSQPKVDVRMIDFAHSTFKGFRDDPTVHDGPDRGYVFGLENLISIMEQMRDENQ
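ADP-Glo luminescence measures ADP made by human IP6K1 during a 2 h RT reaction with ATP/IP6 (mix at 1.3 mM/130 uM); top library doses 57.5 and 19.1 uM final.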
GPT2 inh – GPT2 alanine aminotransferase inhibition; Potency, µM (top dose mostly 57.7 µM), for inactives: at the highest dose activity change, negative = inhibition, actives largely listed as inhibitors; 100,000 tested, 0.25% active; AID 1671188; Recombinant GPT2, coupled pyruvate oxidase/HRP Amplex Red fluorescence; note: potency is the fitted concentration of half-maximal effect; nearly all actives have a fitted effect of over 60% in size; many of its hits are not listed in these tables
Target sequence (Q8TD30 whole entry, looked up): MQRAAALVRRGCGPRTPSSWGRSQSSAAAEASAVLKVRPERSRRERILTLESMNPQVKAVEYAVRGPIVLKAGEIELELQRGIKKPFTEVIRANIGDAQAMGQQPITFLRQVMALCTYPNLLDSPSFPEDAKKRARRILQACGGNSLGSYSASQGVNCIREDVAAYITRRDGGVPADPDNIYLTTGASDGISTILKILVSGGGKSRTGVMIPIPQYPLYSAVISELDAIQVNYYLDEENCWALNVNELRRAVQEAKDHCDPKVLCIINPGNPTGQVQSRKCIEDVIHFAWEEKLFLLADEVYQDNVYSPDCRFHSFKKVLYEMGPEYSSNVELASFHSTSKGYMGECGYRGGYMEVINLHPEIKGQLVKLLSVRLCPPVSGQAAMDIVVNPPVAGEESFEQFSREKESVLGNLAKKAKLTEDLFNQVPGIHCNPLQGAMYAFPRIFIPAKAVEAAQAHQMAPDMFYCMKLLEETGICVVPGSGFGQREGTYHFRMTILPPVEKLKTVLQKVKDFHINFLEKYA
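Fluorescence read-out: pyruvate from GPT2 turnover coupled to pyruvate oxidase, HRP and Amplex Red (0.2mM ThPP, 0.2U/mL PO and HRP, 50uM Amplex final). Substrates 250uM a-KG, 2mM L-alanine; enzyme 10ng/uL; 30 min RT.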
3T3 cytotox – kills NIH 3T3 cells; 94,000 tested, 4.3% active; NIH 3T3 viability, CellTiter-Glo ATP luminescence, 48-72 h; Potency, µM (doses to about 96.7 µM), inactives show top-dose activity change, negative = cytotoxicity, actives largely listed as inhibitors; note: potency is the fitted concentration of half-maximal effect; nearly all actives have a fitted effect of over 55% in size
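NIH 3T3 cells at 400 cells/well received 23 nL of compound by pintool and were incubated 48 or 72 h at 37 °C. Viability was read as ATP-coupled CellTiter-Glo luminescence.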
HEK293 tox – cytotoxic compounds in HEK 293 cells. HEK 293 viability, ATP luminescence (CellTiter-Glo), 48-72 h. Potency, µM (series often up to 115 µM), without a hit: at the top dose activity change, negative = cytotoxicity, actives largely listed as inhibitors. 94,000 tested, 6.6% active; note: potency is the fitted concentration of half-maximal effect; nearly all actives have a fitted effect of over 60% in size
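Viability of HEK 293 cells, plated at 250 cells/well, was judged by cellular ATP after compound treatment for 48 or 72 hr. Luminescence was imaged 10 min after CellTiter-Glo addition at room temperature.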
The depositor's hits bear a star; i = inactive; ? = inconclusive; . = no result given; [ ] = dose if it differs, or a comment. Unless noted, calls come from the whole dose curve; as a rule, active = well fitted curve in the direction sought with a large enough effect; inconclusive = small, poorly fitted or top-dose-only effect, or another doubt; inactive = no such curve, though single readings can be large; an effect the other way counts as inactive or inconclusive. Unless noted, % is set by controls: 0 for no effect and ±100 for the full control effect. Rows are unselected. Share with any hit: about 7.7%.

SMILES | SNCA expr inh | Luciferase inh | HEK293 viab | IP6K1 inh | GPT2 inh | 3T3 cytotox | HEK293 tox
COc1ccc(C(=O)N2C[C@@H](Oc3ccccc3)C[C@H]2C(=O)N2CCOCC2)cc1 | -4.8% | 1.4% | -18.5% | 4.3 | ? | -9.3% | -1.7%
O=C(CN1C(=O)C(c2ccccc2)=NC12CCCC2)NC1CCCCC1 | -19.3% | -17.3% | 4.5%[12.5 µM] | 5.7 | 1.8% | ? | ?
CCOc1ccccc1N(C)C(=O)c1sc2nc3n(c(=O)c2c1C)CCCC3 | 1.5% | . | 29.5% | -12.9 | . | . | .
CCCc1noc(-c2cn(C3CCN(C(=O)c4cccc(C#N)c4)CC3)nn2)n1 | -5.5% | 13.5% | 3.7% | 16.3 | -0.7% | ? | -8.8%
O=C(O)C1CCc2nnc(C3CCCN(C(=O)Cc4ccccc4)C3)n21 (centres undefined) | 3.7% | . | 12.4% | -4.0 | 0.0% | -9.4% | -3.1%
CNC(=O)[C@@H]1CN(C(=O)CCc2cccc(OC)c2)C[C@H]1c1nc(C)no1 | 1.9% | 4.2% | 4.6% | 23.1 | i | -4.9% | i
CCN(CC)C(=O)c1sc2c(c1C)c(=O)n(-c1ccc(Cl)c(Cl)c1)c(=O)n2Cc1ccccc1C#N | 8.3% | . | 13.1% | -11.3 | . | . | .
C[C@H]1CCCN1C(=O)c1nnc(COc2ccccc2F)n1-c1ccccc1 | 38.9%[activator][87.6 µM] | -21.0%[172 µM] | 3.8%[87.6 µM] | -3.0 | -4.0%[88.5 µM] | ? | ?
Cc1cc(C)cc(Oc2coc3c(CN4CCN(C)CC4)c(O)ccc3c2=O)c1 | 32.3%[activator] | . | 3.3% | 50.0 | . | . | .
CCN(C(C)=O)C1CCN(Cc2nc(-c3cccc(Cl)c3)oc2C)C1 (centres undefined) | -0.3% | -14.1% | -5.4% | -0.6 | 4.3% | ? | ?
CNC(=O)c1cc(-c2ccc(N3CCOCC3)cc2)cc2c1OCCN2Cc1cccnc1 | -25.6% | 1.9% | 9.0% | -8.1 | 1.4% | ? | -4.8%
C=C(COC(=O)CC(C)C)C1Cc2cc(C(C)=O)ccc2O1 (centres undefined) | . | . | -8.9% | -3.3 | i | . | .
Cc1cc(C(=O)NCC2CC2)c2c(C3CCNCC3)noc2n1 | 9.3% | . | 8.8% | 7.4 | i | 1.6% | -6.8%
CC(=C\C(C)O)/C=C(\C)C(=O)CC1CC(CC(N)=O)CC(=O)O1 (centres undefined) | . | . | -42.0% | -7.7 | ? | . | .
O=C(Nc1ccc(F)cc1)c1cn2cc(-c3cccc(C(F)(F)F)c3)sc2n1 | 4.9% | . | 12.0% | 1.3 | i | ? | ?
CC(C)CCN1CCC2(CC1)CNc1ccccc1[S+](=O)([O-])N2 | -13.6% | -2.8% | 5.7% | 29.0 | ? | -15.1% | -22.4%
CC(=O)c1cc2c(cc1N/C(=N/S(=O)(=O)c1ccc(C)cc1)c1ccccc1)OCO2 | 59.0%[activator] | . | 3.7% | -19.0 | . | . | .
COc1cc([N+](=O)[O-])ccc1NC(=O)N1CCC2(CC1)Nc1cc(F)ccc1-n1cccc12 | ? | . | ? | 7.7 | . | . | .
COc1ccc2[nH]c3c(c2c1)CCNC31CCN(C(=O)Cc2ccccc2)CC1 | 3.5% | -7.7% | 2.2%[12.5 µM] | 0.2 | i | -29.4% | ?
CCOc1ccc(NC(=O)CSc2cn(CC(=O)N3CCCCCC3)c3ccccc23)cc1 | -11.4% | . | -15.0% | -4.6 | . | . | .
CCCCn1c(=O)c(C(=O)N2CCN([S+](C)(=O)[O-])CC2)nc2cccnc21 | 13.7% | . | 4.3% | 8.0 | 1.3% | 2.6% | i
COCCO[C@H]1C(=O)N(C2CCN(S(C)(=O)=O)CC2)[C@H]1c1ccncc1 | 36.8%[activator] | -2.5% | -3.2% | 15.0 | i | 1.8% | 1.1%
CN1CCN(Cc2ccc(Nc3cnc4ccc(-n5ccnc5)nn34)cc2)CC1 | -14.8%[87.6 µM] | ? | -20.9%[87.6 µM] | 15.8 | i | ? | 50.1µM*
CCOc1ccccc1NC(=O)Cn1c(=O)n(CC(=O)NCc2ccccc2Cl)c(=O)c2sccc21 | -7.9% | . | 10.4% | 12.0 | . | . | .
CCOc1ccc(NC(=O)c2sc3nc4c(c(-c5ccc(OC)cc5)c3c2N)C(=O)CC(C)(C)C4)cc1 | ? | . | 8.3% | 11.5 | . | . | .
(listing goes on)
SMILES | SNCA expr inh | Luciferase inh | HEK293 viab | IP6K1 inh | GPT2 inh | 3T3 cytotox | HEK293 tox
CCCNC(=O)OC1CN(CC(C)C)C(=O)CN(C(=O)c2cccs2)C1 (centres undefined) | . | . | . | 8.4 | . | ? | -8.3%
CCCCN(CCCC)C1=C(C(=O)c2ccccc2)N(C)S(=O)(=O)c2ccccc21 | -11.9% | . | -14.2% | 9.6 | . | . | .
COc1ccccc1N1CCN(C(=O)c2cc3c(-c4ccccc4F)nn(C)c3s2)CC1 | ? | . | ? | -13.3 | . | . | .
Cc1ccc2c(c1Br)C(O)(CC(=O)c1ccc(F)cc1)C(=O)N2 (centres undefined) | 33.8%[activator] | . | 2.8% | -11.4 | . | . | .
COc1ccc(-c2nn(-c3ccccc3C)c(OC(C)=O)c2-c2ccc(NC(C)=O)cc2)cc1OC | -20.7% | -9.8% | -17.7% | 7.1 | i | -21.0% | ?
Cc1ccc(OCC(=O)N(Cc2ccco2)Cc2ccco2)cc1 | 34.0%[activator] | . | -12.5% | 16.1 | . | . | .
CCN(CC)C(=O)Cn1c(=O)n(-c2ccccc2)c(=O)c2c3c(sc21)CCC3 | -5.0% | . | ? | -0.4 | . | . | .
Fc1ccc(-c2noc3ncnc(NCc4cccc(Cl)c4)c23)cc1 | -27.6% | . | 0.4% | 1.0 | . | . | .
COCCNc1cc(-c2ccnc(SC)n2)c2cc[nH]c2n1 | 52.0%[activator] | -14.1% | 2.0% | 15.2 | -13.1% | ? | ?
COc1cc(=O)n2c(c1C(=O)Nc1ccc(C)cc1C)CCCC2 | 12.2% | -3.7% | 0.2% | 9.4 | i | i | 9.3%
COCCNC(=O)C(NC(=O)C1CCCC1)C1CCN(C(=O)c2ccc(F)cc2)CC1 (centres undefined) | 17.5% | -2.0% | 4.9% | -12.6 | 3.3% | -0.9% | i
COCCOc1cc(=O)n2c(c1C(=O)NCc1ccccc1OC)CCOCC2 | -6.2% | -9.7% | 9.9% | -0.7 | i | -10.7% | -4.3%
CC(C)C(=O)N1Cc2ccccc2CC2(CCN(CC3CCNCC3)C2)C1 (centres undefined) | 8.5% | . | -3.8% | -15.8 | -3.8% | -7.2% | -19.0%
CCn1ccc(C(=O)N2CCC(c3nc(-c4cccn4C)no3)CC2)n1 | ? | . | 7.5% | 17.4 | i | -29.1% | -10.9%
Cc1nn(-c2ccccc2)c2c1C(C)N(C1CN(C(=O)NC3CCCC3)C1)C2=O (centres undefined) | . | . | . | 7.0 | . | 28.2µM* | ?
Cc1ccc(C)c(N2CCN(C(=O)c3cc(C)nc4c3c(C)nn4-c3ccccc3)CC2)c1 | 3.8% | . | 13.7% | 2.7 | . | . | .
CNC(=O)c1cc(C2CC2)nc2onc(C3CCCN3C(=O)N(C)C)c12 (centres undefined) | . | . | . | 4.9 | . | i | i
CC1(C)[C@H](Cc2cc(COc3ccccc3)on2)C[C@@H]1NC(=O)NCc1ccccc1 | -21.1%[87.6 µM] | 4.8%[172 µM] | -28.5%[87.6 µM] | 13.8 | 0.7%[88.5 µM] | ? | 63.1µM*
Cc1cccc(OCC(O)Cn2c(=N)n(CCN3CCCCC3)c3ccccc32)c1 (centres undefined) | ? | . | 0.9% | -1.5 | . | . | .
Cc1cccc(C(=O)Nc2nnc(S(=O)(=O)N3CCOCC3)s2)c1 | 53.0%[activator] | . | 6.2% | 4.5 | . | . | .
CCNC(=O)N1CCCC1c1noc(CCC(=O)NCC(C)C)n1 (centres undefined) | -7.5% | -5.7% | 0.7% | 7.4 | i | 4.0% | 7.8%
Cn1cc(-c2ccccc2OC(F)(F)F)c2nc(CN3CCNC(=O)C3)cn2c1=O | -4.3%[87.6 µM] | -12.8%[172 µM] | ? | -11.9 | 2.9%[88.5 µM] | ? | -26.4%[172 µM]
COc1ccc(Cl)cc1NC(=O)c1cc(S(=O)(=O)N(C)Cc2ccccc2)ccc1F | -4.0% | . | 8.5% | 12.1 | . | . | .
COc1ccccc1Cn1c(=O)c(C(=O)N2CCN(C(=O)Cc3ccc(F)cc3)CC2)nc2cccnc21 | -5.1% | . | 4.5%[12.5 µM] | -5.4 | i | ? | ?
O=C(NCCN1CCOCC1)c1ccc(C2CCCNC2)cc1 (centres undefined) | -8.1% | -12.3% | 3.0% | 2.9 | -0.9% | -3.7% | i

By substructure, the entries above containing an aryl methoxy group.
SMILES | SNCA expr inh | Luciferase inh | HEK293 viab | IP6K1 inh | GPT2 inh | 3T3 cytotox | HEK293 tox
COc1ccc(C(=O)N2C[C@@H](Oc3ccccc3)C[C@H]2C(=O)N2CCOCC2)cc1 | -4.8% | 1.4% | -18.5% | 4.3 | ? | -9.3% | -1.7%
CNC(=O)[C@@H]1CN(C(=O)CCc2cccc(OC)c2)C[C@H]1c1nc(C)no1 | 1.9% | 4.2% | 4.6% | 23.1 | i | -4.9% | i
COc1cc([N+](=O)[O-])ccc1NC(=O)N1CCC2(CC1)Nc1cc(F)ccc1-n1cccc12 | ? | . | ? | 7.7 | . | . | .
COc1ccc2[nH]c3c(c2c1)CCNC31CCN(C(=O)Cc2ccccc2)CC1 | 3.5% | -7.7% | 2.2%[12.5 µM] | 0.2 | i | -29.4% | ?
CCOc1ccc(NC(=O)c2sc3nc4c(c(-c5ccc(OC)cc5)c3c2N)C(=O)CC(C)(C)C4)cc1 | ? | . | 8.3% | 11.5 | . | . | .
COc1ccccc1N1CCN(C(=O)c2cc3c(-c4ccccc4F)nn(C)c3s2)CC1 | ? | . | ? | -13.3 | . | . | .
COc1ccc(-c2nn(-c3ccccc3C)c(OC(C)=O)c2-c2ccc(NC(C)=O)cc2)cc1OC | -20.7% | -9.8% | -17.7% | 7.1 | i | -21.0% | ?
COc1cc(=O)n2c(c1C(=O)Nc1ccc(C)cc1C)CCCC2 | 12.2% | -3.7% | 0.2% | 9.4 | i | i | 9.3%
COCCOc1cc(=O)n2c(c1C(=O)NCc1ccccc1OC)CCOCC2 | -6.2% | -9.7% | 9.9% | -0.7 | i | -10.7% | -4.3%
COc1ccc(Cl)cc1NC(=O)c1cc(S(=O)(=O)N(C)Cc2ccccc2)ccc1F | -4.0% | . | 8.5% | 12.1 | . | . | .
COc1ccccc1Cn1c(=O)c(C(=O)N2CCN(C(=O)Cc3ccc(F)cc3)CC2)nc2cccnc21 | -5.1% | . | 4.5%[12.5 µM] | -5.4 | i | ? | ?

Screening data as filed in PubChem.
